# Exocytosis inh – blocks lytic granule exocytosis | TALL-104 LAMP-1 surface exposure, flow cytometry; cells stimulated with thapsigargin and PMA | inhibition, % at 10 µM | 360,000 tested, 0.66% active | AID 651702;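 active = inhibition above about 55%, limit read from the data; inconclusive = no clear call, values can overlap the other calls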
# HTR2A ag – mouse HTR2A agonism via beta-arrestin recruitment; P35363; CHO-K1 mHTR2A beta-arrestin complementation, luminescence; percent of 30 µM serotonin response; activation, % at 7.6 µM; 360,000 tested, 0.66% active;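 active = activation above a run cutoff, the mean activation of all tested compounds plus 3 SD, cut at about 14% in these data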;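 note: 0% = plate median of compound wells and 100% = 30 µM serotonin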
# Target sequence (P35363 whole entry, looked up): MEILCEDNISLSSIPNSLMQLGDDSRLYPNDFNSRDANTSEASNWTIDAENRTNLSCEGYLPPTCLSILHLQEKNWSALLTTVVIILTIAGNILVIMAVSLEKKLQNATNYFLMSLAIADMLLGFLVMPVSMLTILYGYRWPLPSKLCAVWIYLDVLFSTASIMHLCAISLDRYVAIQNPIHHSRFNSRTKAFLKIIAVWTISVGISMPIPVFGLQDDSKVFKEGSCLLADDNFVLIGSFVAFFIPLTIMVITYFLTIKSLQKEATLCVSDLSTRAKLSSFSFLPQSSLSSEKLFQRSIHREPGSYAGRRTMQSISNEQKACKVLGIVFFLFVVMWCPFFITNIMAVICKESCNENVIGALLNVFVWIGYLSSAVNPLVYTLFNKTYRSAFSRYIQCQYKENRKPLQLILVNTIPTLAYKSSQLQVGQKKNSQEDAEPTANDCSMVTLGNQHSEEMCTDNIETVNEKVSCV
# Vif inh – inhibitors of HIV Vif; HEK293T cells, Vif self-association by quenched fluorescence, imaging, 24 h; inhibition, % at 7.49 µM; 340,000 tested, 0.35% active; in the data active = inhibition above about 50%, passing the limit was not always enough; inconclusive = no clear call, values can overlap the other calls; inactive = below about 31%; note: some results filed as inactive read as strong as hits
# aDG glyco up – alpha-DG glycosylation activation | Pro5-aDG cells, alpha-DG glycosylation AlphaScreen (IIH6); 0% Pro5, 100% B10-LARGE cell signal | activation, % at 10 µM | 360,000 tested, 0.22% active;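 active = activation of at least 8% versus controls, or a plate z-score of at least 8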;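 note: Pro5 are CHO cells carrying HIG-tagged alpha-DG that lacks glycosylation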
# ABCB6 inh 2 – blocks the human ABCB6 transporter; Q9NP58; K562-ABCB6 porphyrin accumulation, flow cytometry, 1 h; hits give low values; fluorescence ratio to DMSO, % at 10 µM; 360,000 tested, 0.19% active;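 active = fluorescence ratio to DMSO below 75%, the collection mean minus 3 SD; inconclusive = too few cells collected in the well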;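 note: signal is porphyrin accumulated inside mitochondria; 100% equals median channel fluorescence of DMSO control wells; lower ratio means ABCB6 inhibition with less porphyrin fluorescence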
# iPSC survival up – increases survival of single human iPS cells. hiPSC single-cell survival, ATPlite luminescence; 100% = ROCK inhibitor wells, 0% = DMSO. survival enhancement, % at 20 µM. 360,000 tested, 0.044% active. AID 602274; in the data active = survival enhancement above about 18%;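 note: cells exposed to compounds for 16 hours before the ATP read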
# H9c2 protect – protects H9c2 cardiomyocytes from peroxide injury. protection from H2O2 cell death, % at 20 µM. 360,000 tested, 0.63% active. H2O2 injury protection, ATPLite, 2 h;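 active = compounds giving at least 50% protection of heart cells from peroxide-induced death in the single-dose screen, raw or plate-pattern-corrected value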;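 note: 0% = DMSO wells with peroxide and 100% = DMSO wells without peroxide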
# N-glyco inh – blocks N-linked glycosylation in D54 reporter cells; D54 ERlucT glycosylation luciferase reporter, 24 h; percent of 100 nM tunicamycin response; reporter increase, % at 12.5 µM; 360,000 tested, 0.23% active; AID 588692;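 active = mean luciferase reporter signal, scaled so untreated is 0 and the glycosylation-blocking control 100, at or above a set limit in every replicate; inconclusive = mean reaches the limit but not every replicate does; inactive = mean below the limit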;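 note: luciferase carries N-glycosylation sites so blocking glycosylation raises the light; 0% = median of neutral control wells and 100% = median of 100 nM tunicamycin wells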
# PDI turbidity – PDI (human) enzyme inhibition | P07237 | PDI insulin aggregation turbidity, A650, 90 min | inhibition, % at 10 µM | 350,000 tested, 0.052% active;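 active = mean inhibition across replicates of 30% or more, whatever share of single replicates reach that level; inconclusive = mean inhibition below 30% while every single replicate reaches 30%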;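 note: absorbance from insulin aggregation driven by PDI reduction with DTT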
# Target sequence (P07237 whole entry, looked up): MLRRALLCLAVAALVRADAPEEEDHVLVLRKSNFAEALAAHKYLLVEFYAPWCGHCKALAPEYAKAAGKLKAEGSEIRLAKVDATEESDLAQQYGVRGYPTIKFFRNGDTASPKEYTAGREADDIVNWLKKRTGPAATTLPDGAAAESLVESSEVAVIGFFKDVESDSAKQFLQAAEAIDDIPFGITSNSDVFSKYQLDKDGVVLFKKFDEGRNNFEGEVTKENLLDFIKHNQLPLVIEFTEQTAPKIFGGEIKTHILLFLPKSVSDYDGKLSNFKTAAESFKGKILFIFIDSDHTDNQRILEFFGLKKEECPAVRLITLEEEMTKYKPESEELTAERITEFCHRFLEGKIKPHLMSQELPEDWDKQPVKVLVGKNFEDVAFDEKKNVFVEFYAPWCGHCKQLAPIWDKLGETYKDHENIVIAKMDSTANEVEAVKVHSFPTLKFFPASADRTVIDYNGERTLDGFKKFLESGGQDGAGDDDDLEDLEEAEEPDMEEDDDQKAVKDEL
# CaV13 ICDI inh – Primary screen for inhibitors of IQ motif and Ca2+-dependent inactivation inhibitor domain binding in CACNA1D, Förster resonance energy transfer in living cells, …; HEK cells, CFP/YFP FRET ICDI-IQ, plate reader, 10 min; percent FRET-ratio fall versus neutral wells; inhibition, % at 12.3 µM; 340,000 tested, 0.098% active;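 active = mean replicate inhibition of at least 30% and at least 1% of replicates passing that level; inconclusive = only one of the two criteria is met; inactive = neither criterion is met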;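 note: 0% = median of the neutral control wells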
# Starred values were filed as active, the others as inactive; ? = inconclusive; nt = not tested or not shown.
SMILES,PDI turbidity,ABCB6 inh 2,H9c2 protect,CaV13 ICDI inh,N-glyco inh,aDG glyco up,Vif inh,Exocytosis inh,HTR2A ag,iPSC survival up
COc1cc(CNc2ccc3[nH]c(=O)[nH]c3c2)cc(Br)c1OCC(=O)NC(C)(C)C,6,96,5,-4,3,0.1,5,3,4,-1.4
Cc1c(C(C)O)nnn1-c1nonc1N (configuration not stated),14,88,11,-6,1,0.1,nt,0,-2,-0.2
c1cc(-c2ccncc2)ccn1,-5,89,5,-2,-1,-0.3,-5,-2,-2,2.8
Cc1cc(C)n2c(SCc3ccccc3Cl)nnc2n1,3,85,-1,-3,-2,-0.1,1,2,-5,-0.7
COc1cccc(C(=O)N2CCC(N3CC(C)OC(C)C3)CC2)c1 (configuration not stated),-1,78,0,-5,3,0.0,-1,-4,-2,-0.4
CCCCN(C)CCNC(=O)CN1C(=O)CSc2ccc(S(=O)(=O)N3CCCCC3)cc21,-5,92,-2,-2,-5,-0.4,4,1,3,0.6
Cc1cc(C)nc(SCCN2CCCCC2)n1,-8,100,-2,-2,-1,-0.1,-4,-4,-4,0.2
CC(=O)N=c1sc2c3ccccc3ccc2n1C,1,98,4,-8,3,0.0,-9,3,0,-4.0
CC(=O)Nc1ccc(S(=O)(=O)Nc2cc([N+](=O)[O-])ccc2C)cc1,4,99,3,6,2,-0.4,-2,-1,-4,4.7
Cc1cc(NC(=O)C2CCCN2C(=O)Nc2cccc(Cl)c2)ccc1-n1cnnn1 (configuration not stated),3,99,-4,2,-3,-0.8,10,0,-5,-0.6
Cc1cc(S(=O)(=O)N2CCOCC2)ccc1OCC(=O)Nc1ccc(F)c(Cl)c1,-7,105,-4,-6,-2,0.0,-3,2,4,-0.3
O=S(=O)(Nc1ccc(-n2cnnn2)cc1)c1ccc(Cl)cc1,10,102,-1,-2,0,-0.1,1,-14,-6,0.2
CCOC(=O)c1cc(OCC)c2c(ccc3ccccc32)n1,16,95,18,-16,-1,0.1,-3,10,-1,3.5
O=C(COC(=O)COc1ccc2ccccc2c1)NC1CCCc2ccccc21 (configuration not stated),-1,94,0,-2,4,-0.2,?,0,-2,0.1
COc1ccc(CC(=O)NCc2nnc(SCC(=O)Nc3nccs3)n2C)cc1,-9,90,2,-7,1,0.3,-23,-2,7,-0.4
CC12CN(NC(=O)c3ccccc3F)C3(C#N)CC1CCC23C (configuration not stated),-8,84,5,-3,7,-0.1,11,-4,-7,-0.4
C/C(=N\NC(=O)c1nnn(-c2nonc2N)c1-c1ccc2c(c1)OCO2)c1ccc(F)cc1,-6,90,3,-13,1,-0.3,-8,2,-3,0.1
O=C(Cn1cnc2c(nnn2Cc2ccc(F)cc2)c1=O)NCc1ccco1,1,102,9,-9,2,0.0,nt,-4,-1,-0.5
CC(C)CC(N)c1csc(NC(=O)C(c2ccccc2)c2ccccc2)n1 (configuration not stated),9,98,-27,-7,-13,-0.6,10,17,10,-5.2
CCCCCC1CCC(C(=O)N2CCOCC2)CC1 (configuration not stated),2,98,-6,-5,-1,0.0,-4,-5,10,1.0

# (more compounds)
SMILES,PDI turbidity,ABCB6 inh 2,H9c2 protect,CaV13 ICDI inh,N-glyco inh,aDG glyco up,Vif inh,Exocytosis inh,HTR2A ag,iPSC survival up
O=C(NCCc1ccc(F)cc1)c1ccc(S(=O)(=O)N2CCCCC2)cc1,5,93,-3,nt,0,0.0,-9,9,-2,-0.5
O=C1c2ccccc2NC(c2cn[nH]c2-c2ccc(Cl)cc2)N1O (configuration not stated),-1,106,67*,-18,-5,0.3,-4,-7,3,0.8
Cc1nc2c(OCc3ccc(F)cc3)cccn2c1N(C)C(=O)CCC1CCCC1,-2,94,-3,-6,-2,0.8,0,-23,-7,-0.5
O=C1COc2ccc(S(=O)(=O)NCCc3ccc(Cl)cc3)cc2N1,-6,93,-6,-3,1,0.0,4,-6,-4,1.1
CCOc1ccc(Br)cc1CSC(=N)N,-4,99,-19,-5,3,2.2,6,-3,-5,-2.1
Nn1c(SCC(=O)Nc2nccs2)nnc1C1CC1,15,98,-4,nt,2,-0.3,12,10,3,-0.5
O=C(NC(c1ccccc1)c1ccsc1)C1CCN(CCOc2ccc(Cl)cc2Cl)CC1 (configuration not stated),-12,98,-29,-11,-1,0.0,nt,34,-1,6.3
COc1ccc(/C=N\N2CCN(Cc3ccccc3Cl)CC2)cc1,7,104,1,-3,-1,0.0,3,8,-1,0.0
O=C1CC(N2CCN(c3ccccc3)CC2)C(=O)N1c1ccc2c(c1)OCO2 (configuration not stated),-4,97,-4,-1,0,0.2,-6,0,-3,2.7
O=C(Cn1c(CN2CCCCC2)nc2ccccc2c1=O)Nc1ccccc1,3,102,6,-6,-3,0.1,-3,-4,-2,-1.1
NS(=O)(=O)c1ccc(CNC(=O)NC23CC4CC(CC(C4)C2)C3)cc1,-3,109,-2,-7,0,0.1,2,-1,-2,-2.5
Nc1ccc2nc(CCCO)[nH]c2c1,1,101,4,-17,4,-0.2,-6,-1,4,0.4
O=C(Nc1cccc(C(=O)O)c1)/C(=C\c1ccc2c(c1)OCO2)NC(=O)c1ccccc1Cl,3,105,2,nt,2,-0.4,-1,0,5,-0.2
CCOC(=O)CN(c1cccc(C(C)=O)c1)S(C)(=O)=O,0,105,5,-5,3,0.0,12,-2,5,1.1
CCOC(=O)C1CCN(CC(=O)Nc2c(C(=O)OC)[nH]c3cccc(Cl)c23)CC1,-7,101,-2,-8,3,-0.1,-2,-1,8,-2.8
CNC(=S)N1CCN(c2ccc([N+](=O)[O-])cc2)CC1,0,99,4,-6,1,-0.1,4,1,-2,-1.0
C=CCOc1ccc(/C=C/C(=O)OCC(=O)NCC2CCCCC2)cc1,8,104,-10,-5,4,-0.2,-1,-7,-3,1.1
Cc1ccc(Cn2c(C3CCCN3c3nc(-c4ccc(F)cc4)cs3)nc3cc(C(=O)NCCCO)ccc32)cc1 (configuration not stated),-1,90,-5,-6,3,-0.1,0,-3,3,5.2
N#CNC(=Nc1ccccc1F)SCc1ccc(C(=O)O)cc1,2,104,2,6,2,-0.1,-4,0,4,-1.0
Cc1cc(Cl)c2oc(C(=O)N3CCOCC3)c(C)c2c1,-6,102,-2,-5,0,0.0,14,4,0,-0.1

# Further compounds:
SMILES,PDI turbidity,ABCB6 inh 2,H9c2 protect,CaV13 ICDI inh,N-glyco inh,aDG glyco up,Vif inh,Exocytosis inh,HTR2A ag,iPSC survival up
CCn1cc(CNCc2cn(C)nc2-c2ccc(C3CCCCC3)cc2)cn1,-1,95,8,nt,-5,1.2,9,30,-5,-0.9
O=C(Cn1ncn2c(cc3ccccc32)c1=O)NCCCc1ccccc1,2,98,2,nt,1,0.0,-6,0,2,0.6
CCNC(=O)CN(c1ccc(F)cc1)S(=O)(=O)c1ccc2c(c1)OCCO2,-2,103,-6,-3,-1,0.0,-6,6,-4,-0.3
CCOC(=O)C1=C(COC(=O)Cc2ccc(Cl)cc2)NC(=O)NC1C (configuration not stated),12,96,6,-4,-1,-0.2,19,-2,2,-0.3
CCOC(=O)c1cnc(SCC(=O)NCc2ccco2)nc1N,5,98,3,-4,2,0.1,11,-2,2,0.9
CC(CCn1cccn1)NC(=O)CCc1nnc(C2CCCCC2)o1 (configuration not stated),9,94,4,-4,0,-0.1,-2,-1,2,0.4
CCCCC(=O)NC(c1ccc(N(CC)CC)cc1)c1ccc2cccnc2c1O (configuration not stated),4,98,52*,-5,-12,0.2,-4,17,-2,-0.4
CCOC(=O)c1nnc(-c2ccc(C)cc2)nc1N1CCSCC1,-4,98,-2,-7,-1,-0.4,0,-2,-3,0.0
Cc1ccc(C(=O)N/C(=C\c2sccc2C)C(=O)NCCCN2CCOCC2)cc1,-6,100,-1,-7,2,0.0,16,6,3,0.3
Cc1cccc(N(C(=O)Cn2nnc3ccccc32)C(C(=O)NC(C)(C)C)c2ccsc2)c1C (configuration not stated),-8,98,15,nt,-4,-0.1,-3,4,-2,-1.2
COc1ccc(C(CC(=O)Nc2ccc(Cl)cc2F)NC(=O)C(F)(F)F)cc1 (configuration not stated),3,97,-3,-3,0,0.2,-9,-4,-3,-0.8
CCc1ccccc1NC(=S)N(CCN1CCCCCC1)Cc1ccco1,8,97,-1,-8,1,-0.1,2,1,-2,-0.9
Cc1cc(OCc2cc(C(=O)N(C)C3CCOCC3)no2)cc(C)c1Cl,2,102,-3,-6,-1,0.8,-20,2,4,0.9
O=C(CNc1cc([N+](=O)[O-])ccc1NCCO)Nc1cccc(S(=O)(=O)N2CCCCC2)c1,5,97,-9,-17,-2,-0.5,-5,-7,-2,-0.5
CCOc1ccc(-n2c(=O)c3sccc3n(CC(=O)NCC3CCCO3)c2=O)cc1 (configuration not stated),-3,94,-1,-3,0,0.1,0,-6,-1,-0.3
CCCCC[C@@H](/C=C/C1C(=O)C=C[C@H]1C/C=C\CCCC(=O)O)OC(C)=O (some centres not stated),7,105,23,-5,4,-0.1,nt,-2,-1,-0.5
COc1ccc(CN(C(=O)CSc2nnc(-c3ccc(F)cc3)o2)c2ccc(F)cc2)cc1,17,102,-5,-7,-2,0.3,3,-8,-2,-1.6
COc1ccc(NC(=O)CC2SC(N3CCOCC3)=NC2=O)cc1OC (configuration not stated),-5,97,-1,-2,4,0.0,15,-4,-8,-2.3
CCOc1ccc2[nH]c(=O)c(CN(Cc3ccccc3OC)C(=O)c3ccccc3)cc2c1,-7,97,24,-9,14,-0.3,0,-1,0,-2.6
CN1CCCN(c2ncnc3scc(-c4ccc(F)cc4)c23)CC1,-5,103,8,0,-3,-0.3,4,-2,2,3.3

# Following part:
SMILES,PDI turbidity,ABCB6 inh 2,H9c2 protect,CaV13 ICDI inh,N-glyco inh,aDG glyco up,Vif inh,Exocytosis inh,HTR2A ag,iPSC survival up
Cc1onc2c(=O)n(-c3ccccc3)nc(-c3ccccc3)c12,-12,99,3,-13,0,-0.1,-8,-4,0,-0.2
CC(=O)[C@@H]1[C@@H](C(=O)c2ccc(F)cc2)[C@]2(C(=O)Nc3ccccc32)[C@H]2C=Cc3cc(F)ccc3N12,3,110,-2,-1,0,-0.1,-20,-2,5,0.3
CCOc1ccc(C(=O)CC(C(=O)O)N2CCCCC2)cc1 (configuration not stated),14,104,13,nt,-4,0.7,-3,1,-4,0.5
CCOc1ccc(S(=O)(=O)NCCOC)cc1C,-16,93,3,-8,0,0.1,2,-4,-1,1.7
C/C=C/c1ccc(OCCCCn2cncn2)c(OC)c1,0,88,1,-4,2,0.1,23,-1,1,-0.3
CC(OC(=O)c1ccc2c(c1)OCO2)C(=O)NC1CCCCC1 (configuration not stated),1,98,4,-16,0,0.1,-1,-2,2,0.9
CC(C)C(NC(=S)Nc1ccccc1)C(=O)O (configuration not stated),0,100,-2,-2,2,0.3,0,-5,-1,1.7
Cc1c(C(=O)NCCN2C(=O)S/C(=C\c3cccnc3)C2=O)cccc1[N+](=O)[O-],-5,90,5,-7,4,0.4,-4,3,0,-0.7
